Compound activity: PubChem, NCI
NCI-60 one-dose screen, 48 h, at 10 µM unless noted. Numbers give growth in % (100 = growth as untreated, 0 = no growth, -100 = all killed).
U251: U251 CNS tumor cells | AID 1794753 | actives 5.4% (n = 80,000)
DU-145: DU-145 prostate cancer; actives 4.2% (n = 81,000); AID 1794760
HCC-2998: HCC-2998 colon cancer. AID 1794799. actives 4.7% (n = 79,000)
SF-539: SF-539 CNS cancer; AID 1794752; actives 6.8% (n = 81,000)
SNB-19: SNB-19 CNS cancer cells. AID 1794751. actives 2.5% (n = 81,000)
SF-268: SF-268 CNS cancer cells; actives 3.1% (n = 82,000)
SNB-75: SNB-75 CNS cancer. actives 5% (n = 79,000). AID 1794750
PC-3: PC-3 prostate cancer cells. AID 1794754. actives 3.9% (n = 80,000)
SF-295: SF-295 CNS cancer cells; actives 5.6% (n = 79,000)
Starred values were filed as active, the others as inactive; · = no result given; & = joins results of further samples. How the source made its calls: active means growth percent below 10; inactive means the rest.

SMILES	U251	DU-145	HCC-2998	SF-539	SNB-19	SF-268	SNB-75	PC-3	SF-295
C=CCOC(=O)CCCCCC1CCCCC1	99	104	113	96	106	96	89	103	99
O=C(CCCC(=O)c1ccccc1)c1ccccc1	102	108	93	98	99	105	96	93	93
O=c1oc2ccccc2cc1-c1cc(-c2ccc(O)cc2)cc(-c2cc3ccccc3oc2=O)n1	103	93	114	94	104	99	94	94	104
CC1(C)CC(=O)C2=C(C1)N(c1ccc(OC(F)(F)F)cc1)C(N)=C(C#N)C2c1ccc(Br)s1 (configuration not stated)	99	90	98	93	93	93	77	65	88
CC(C)=C1CCC(C)C/C1=N\N=C(N)N (configuration not stated)	97	105	109	104	98	99	98	88	98
O=C(Nc1ccncn1)c1noc2ccccc12	97	106	106	101	96	101	98	92	102
COc1ccc(C(=O)/C=C/c2ccc3c(c2)OCO3)cc1	89	97	93	93	93	92	97	91	102
CSc1nccc(=S)[nH]1	99	105	110	113	102	108	95	91	110
COc1ccc2c(c1)c(C#N)cc[n+]2C	109	116	103	100	96	94	90	108	115
COc1ccc(/C=N/NC(=O)c2cnn(CC(O)c3ccccc3)c2N)cc1OC (configuration not stated)	91	103	94	97	88	93	89	86	94
COc1ccc2[nH]c(=O)c(CSc3ccc(N)cc3)cc2c1	100	84	105	88	94	80	97	70	62
COc1ccc(-c2noc(C(=O)O)c2-c2cccc(OC)c2)cc1	102	112	97	103	99	99	99	98	100
COc1ccc(/C(C)=N\NC(N)=O)cc1	99	120	107	115	98	105	104	106	112
O=C(O)CCC(NC(=O)c1ccc([N+](=O)[O-])cc1)C(=O)O (configuration not stated)	96&110	116&113	104&107	103&89	98&111	101&100	91&76	95&90	105&101
O=C(CSc1nccc(Nc2ccc(S(=O)(=O)Nc3nccs3)cc2)n1)c1ccccc1	100	107	106	104	102	99	99	108	103
O=C1c2c(O)cc(O)cc2O[C@@H](c2ccc(O)cc2)[C@@H]1c1c(O)cc(O)c2c(=O)cc(-c3ccc(O)c(O)c3)oc12	110	106	111	96	112	101	83	96	108
Cc1ccc(S(=O)(=O)C2=C3C(=C(c4ccccc4)c4ccccc43)CN(S(=O)(=O)c3ccc(C)cc3)C2)cc1	38	68	89	74	82	45	56	30	68
Nc1nnc(-c2ccc(Nc3nccc(Cl)n3)cc2)s1	101	104	99	103	111	93	83	93	102
COc1ccc(CCC2CC2Cc2ccc(OCc3ccccc3)cc2)cc1 (configuration not stated)	105	106	103	101	102	102	·	103	102
O=C(Nc1ccc(Cl)cc1)N1NC(c2ccc(Cl)cc2)C=C1c1ccccc1 (configuration not stated)	97	102	97	112	109	103	72	107	105
Cc1c(O)c(=O)ccn1C1CCC(CC2CCC(n3ccc(=O)c(O)c3C)CC2)CC1 (configuration not stated)	30	40	56	12	30	30	21	42	55
Cc1ccc(NC(=O)N2CCCCC2)cc1NC(=O)N1CCCCC1	103	109	111	91	126	106	101	104	113
COc1ccc(/C=C/c2c(C(=O)/C=C/c3ccc(Cl)cc3)c(C)nc3ccccc23)cc1	19	14	-49*	14	25	59	51	29	42
Cc1ccc(Cn2c(C)ccc2C)cc1	96	107	102	107	102	99	91	84	·
O=Nc1ccc(Nc2ccccc2)cc1	88	95	94	68	98	86	80	83	101
Later entries.
SMILES	U251	DU-145	HCC-2998	SF-539	SNB-19	SF-268	SNB-75	PC-3	SF-295
COc1cc(OC)c(S(=O)(=O)NNC(=O)c2ccncc2)cc1C(=O)/C=C/c1ccc2c(c1)OCO2	97	96	99	100	80	87	100	94	110
CN(C)CCOc1nc2c3cc([N+](=O)[O-])ccc3nn2c2ccccc12	21	32	55	52	20	57	77	47	9.3*
COC(=O)[C@]1(C)CCC[C@]2(C)c3ccc(C(C)C)cc3C(=O)[C@@H](Br)[C@@H]12	91	102	106	98	98	102	80	87	91
COC(=O)c1c(OC2=CC(=O)C(OC)=C(CC=C(C)C)C2=O)cc(O)c(CC=C(C)C)c1O	112	134	115	106	99	101	87	92	111
Cn1cc(-c2nc(N)nnc2-c2c[nH]c3ccc(Br)cc23)c2cc(F)ccc21	98	96	122	95	88	87	80	87	106
OCCN(CCO)c1ccc(OCc2ccccc2)cc1	107	120	·	101	94	128	82	103	106
CC(=O)Oc1ccc(Cl)cc1CN(C(C)=O)C1CCCCC1	96	125	99	111	96	100	94	·	·
C=C(C)[C@@H]1CC[C@]2(/C=N/Nc3ccncc3)CC[C@]3(C)[C@H](CC[C@@H]4[C@@]5(C)CCCNC(C)(C)[C@@H]5CC[C@]43C)[C@@H]12	68	96	71	89	95	97	90	47	99
Nc1nccc(-c2c[nH]c3cc(Br)c(Br)cc23)n1	79	80	104	79	96	92	87	85	108
OC(Cc1ccc2ccccc2n1)C(Cl)(Cl)Cl (configuration not stated)	95	·	109	90	95	106	84	96	94
CN(C)c1ccc(/C=C\C2=[N+](C)c3ccccc3C2(C)C)cc1	11	16	23	22	·	6.0*	31	-4.7*	-24*
CCCCCCC1(/C=N/NC(N)=O)NC(=O)NC1=O (configuration not stated)	94	107	95	96	105	99	82	92	98
Cc1ccc(/C=C/c2cn(-c3ccccc3)nc2-c2cccc(C#N)c2)cc1	89	99	103	97	86	98	99	82	95
NS(=O)(=O)c1ccc(CCNC(=O)CSc2ccc(-c3ccccc3)nn2)cc1	94	88	122	94	82	92	·	81	88
CC(C)Oc1ccc(C(=O)O)cc1	97&108	109&110	89	100&107	107&100	101&105	101&101	94&95	114&118
Nc1nc(C(=O)O)cs1	102	107	107	98	96	102	93	101	108
Nc1nc(Nc2cc([N+](=O)[O-])ccc2O)nc(C(Cl)(Cl)Cl)n1	93	105	109	92	96	101	93	98	98
CCOC(=O)C(CCSC)(CCN(C)Cc1ccccc1)C(=O)OCC	·	117	110	110	99	109	99	97	92
O=C(NCc1ccccc1)/C(=C/c1ccccc1[N+](=O)[O-])CC(=O)c1ccc(Cl)c(Cl)c1	89	102	99	95	95	93	77	86	105
O=C(CCc1nnc2sc(CS)nn12)c1nc2ccccc2[nH]1	106	·	110	109	106	99	98	93	108
COc1ccc(C2=C(Nc3ccc(C(=O)Nc4ccccc4)cc3)C(=O)NC2=O)cc1	90	96	107	97	99	88	73	78	90
COc1cc([N+](=O)[O-])c(OC)cc1Cl	105	103	104	108	108	110	99	99	108
O=C(Nc1ccccc1)c1ccc([N+](=O)[O-])cc1	112	121	96	107	100	117	114	108	104
COc1cc(C2CC(c3cc(OC)c(OC)c(OC)c3)=NN2C=O)ccc1Oc1nc2c(c(=O)n(C)c(=O)n2C)n1C (configuration not stated)	105	94	101	118	91	90	76	101	100
CCOC(=O)c1ccc(NC(=O)Nc2cnn(-c3ccc(S(N)(=O)=O)cc3)c2-c2ccccc2)cc1	88	99	115	105	105	99	78	100	112
(continued)
SMILES	U251	DU-145	HCC-2998	SF-539	SNB-19	SF-268	SNB-75	PC-3	SF-295
NS(=O)(=O)Oc1ccc(NC(=O)c2ccc3ccccc3c2)cc1	97	105	118	99	95	91	108	97	98
Brc1cccc(OCCCCn2ccnc2)c1	93	97	93	88	84	93	80	64	85
Nc1ccccc1SC(CC(=O)c1ccccc1)c1cccc([N+](=O)[O-])c1 (configuration not stated)	61&57	85&113	110	105&100	90	84&101	78&75	72&75	92&83
O=C1C(=O)C(Cl)=C(Cl)C(Cl)=C1Cl	102	112	100	94	98	99	100	91	113
O=C(O)/C=C(\Cc1ccccc1)C(=O)O	104	110	108	107	116	103	92	100	114
N#Cc1cnc2ccc(-c3cnc4[nH]ncc4c3)cc2c1N1CCc2cc(F)c(Cl)cc21	21	7.9*	-12*	-27*	14	8.9*	-9.3*	6.6*	-19*
N#Cc1c(N)nnn1Cc1cc(=O)oc2ccc(O)cc12	103	108	110	104	102	103	100	97	102
COC(=O)C1CSCC1=O (configuration not stated)	103	107	100	103	109	101	94	107	·
O=C(N/N=C\c1ccc(Cl)c(Cl)c1)c1ccncc1	96	110	102	87	103	105	94	86	105
N#CC1(C#N)C(/C=C/c2ccccc2)OC23CCCCC2C1(C#N)C(=N)O3 (configuration not stated)	101	110	114	104	99	102	86	94	104
c1ccc(-c2nn[nH]n2)c(-c2ccc(CN3CCN(c4nsc5ccccc45)CC3)cc2)c1	85	98	·	·	98	98	91	85	94
CC1=C/C(=N\N=C2/C=C(C)CC(C)(C)C2)CC(C)(C)C1	96	105	95	105	102	93	95	95	102
Cc1c(-c2cnc3ccc(F)cc3c2C(=O)O)nnn1-c1ccc(Cl)cc1	91	119	107	93	92	109	91	92	101
Oc1ccccc1-c1nc(-c2ccccc2)cn2ccnc12	61	79	82	65	74	69	66	59	62
N/C(=N\C(N)=N\c1nc2ccccc2s1)c1ccc(Cl)nc1	99	102	113	106	97	105	99	110	103
O=C(Nc1ccc(Cl)cc1)N1CCN(C(c2ccc(F)cc2)c2ccc(F)cc2)CC1	82	104	99	95	94	90	108	56	81
CC(C)c1sc(NC(=O)c2cc(NC(=O)c3cc(NC(=O)c4cscn4)cn3C)cn2C)nc1C(=O)NCCCN(C)C	-38*	16	-75*	-34*	-9.7*	16	·	-26*	59
COC(=O)C1(CC(=O)/C=C/c2ccccc2)NC(=S)NC(=O)C1C#N (configuration not stated)	107	119	122	103	97	116	107	93	103
Cc1cc2nc(C)c(C)nc2cc1C	98	115	110	104	111	109	99	81	89
CS(=O)(=O)CS(C)(=O)=O	102	113	101	97	101	107	107	94	99
COc1ccc2c(ccc[n+]2C)c1	97	126	104	101	101	125	78	119	114
CC(C)=CCC/C(C(=O)O)=C1/[C@@H](O)C[C@@]2(C)[C@H]1C[C@@H](O)[C@H]1[C@@]3(C)CC[C@@H](O)[C@@H](C)[C@@H]3CC[C@@]12C	107	96	106	92	97	87	74	92	97
COc1cc(CNC(=O)/C=C/c2ccc3c(c2)OCO3)ccc1OCc1cn(-c2ccc(Br)cc2)nn1	95	108	94	69	87	99	65	82	73
Cc1ccc(S(=O)(=O)NN(Cc2ccccc2)Cc2ccccc2)cc1	·	117	100	109	93	99	97	94	99
CC(=O)OCC1OC(OC(C)=O)C(NC(=O)OCc2ccccc2)C(OC(C)=O)C1OC(C)=O (configuration not stated)	92	105	103	97	97	101	93	93	104
Remaining list, next part:
SMILES	U251	DU-145	HCC-2998	SF-539	SNB-19	SF-268	SNB-75	PC-3	SF-295
Cn1ccc(Nc2nccc(Oc3ccc(C(=O)Nc4cccc(F)c4)c(Cl)c3)n2)c1	96	48	82	85	78	79	·	64	62
COc1cnc2c(c1)C(=O)c1c-2n(CCCNCCO)c(=O)c2cc(OC)c(OC)cc12	21	16	30	-53*	19	44	60	43	6.9*
Cc1ccc(S(=O)(=O)Nc2cc(C)nc3ccccc23)cc1	88	104	74	84	94	90	80	71	110
COc1ccc(-c2cc(-c3ccc(Nc4ncnc5cc(Cl)ccc45)cc3)nc(N3CCCCC3)n2)cc1OC	103	112	113	95	101	105	103	86	104
O=C1Nc2ccccc2/C1=C/c1cn(C(=O)c2c(Cl)cccc2Cl)c2ccccc12	36	59	·	67	69	57	55	42	44
O=C(NO)c1ccc(Cn2ccc3c(Nc4ccccc4)ncnc32)cc1	-39*	20	-30*	-80*	-30*	31	44	15	-67*
CCOC(=O)C1=C(C)N=C2SC=C(c3ccccc3)N2[C@H]1c1cn[nH]c1-c1ccccc1	94	108	89	94	84	84	70	85	98
CCOC(=O)C1=CC(=O)N2C(=NC(=O)C2CC(C)C)S1 (configuration not stated)	110	87	99	100	94	99	97	97	101
CNc1ccc(N=O)cc1	85	105	108	85	102	104	104	73	98
Brc1c2cccnc2n2nnc3ccccc3c12	71	83	85	80	76	81	68	66	76
COc1cc(-c2nn(-c3ccc(Cl)cc3Cl)cc2CO)ccc1O	97	103	102	100	94	86	92	81	98
COc1cc(NC(C)=O)c2ncccc2c1NC(C)=O	101	111	105	99	99	110	84	·	103
COC(=O)c1cccc2ccccc12	92	110	114	106	99	99	90	99	109
Nc1ccc(/C=C/c2ccc([N+](=O)[O-])cc2S(=O)(=O)O)c(S(=O)(=O)O)c1	112	·	112	111	105	107	99	100	102

Nothing new here: entries from further up.
SMILES	U251	DU-145	HCC-2998	SF-539	SNB-19	SF-268	SNB-75	PC-3	SF-295
CC(=O)OCC1OC(OC(C)=O)C(NC(=O)OCc2ccccc2)C(OC(C)=O)C1OC(C)=O (configuration not stated)	92	105	103	97	97	101	93	93	104
Cn1ccc(Nc2nccc(Oc3ccc(C(=O)Nc4cccc(F)c4)c(Cl)c3)n2)c1	96	48	82	85	78	79	·	64	62
COc1cnc2c(c1)C(=O)c1c-2n(CCCNCCO)c(=O)c2cc(OC)c(OC)cc12	21	16	30	-53*	19	44	60	43	6.9*
Cc1ccc(S(=O)(=O)Nc2cc(C)nc3ccccc23)cc1	88	104	74	84	94	90	80	71	110
COc1ccc(-c2cc(-c3ccc(Nc4ncnc5cc(Cl)ccc45)cc3)nc(N3CCCCC3)n2)cc1OC	103	112	113	95	101	105	103	86	104
O=C1Nc2ccccc2/C1=C/c1cn(C(=O)c2c(Cl)cccc2Cl)c2ccccc12	36	59	·	67	69	57	55	42	44
O=C(NO)c1ccc(Cn2ccc3c(Nc4ccccc4)ncnc32)cc1	-39*	20	-30*	-80*	-30*	31	44	15	-67*
CCOC(=O)C1=C(C)N=C2SC=C(c3ccccc3)N2[C@H]1c1cn[nH]c1-c1ccccc1	94	108	89	94	84	84	70	85	98
CCOC(=O)C1=CC(=O)N2C(=NC(=O)C2CC(C)C)S1 (configuration not stated)	110	87	99	100	94	99	97	97	101
CNc1ccc(N=O)cc1	85	105	108	85	102	104	104	73	98
Brc1c2cccnc2n2nnc3ccccc3c12	71	83	85	80	76	81	68	66	76
COc1cc(-c2nn(-c3ccc(Cl)cc3Cl)cc2CO)ccc1O	97	103	102	100	94	86	92	81	98

Compounds as they come (roughly 9.9% active in at least one column).
